Hep lipid drop = modulators of hepatic lipid droplet formation. 240,000 tested, 0.4% active. inhibition, % at 6.5 µM. AID 1656. AML12 mouse hepatocytes, oleate lipid droplets, BODIPY imaging;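 active means lipid droplet intensity inhibited by at least 50%, with more than 500 cells counted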
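Material – AML12 mouse liver cells · Also added – oleate loading, 100 µM · Compound dosing – 6.5 µM single-point dosing · Times – overnight treatment with compound plus oleate · Measured by – fluorescence imaging, 20x objective, two fields per well · Read-out – percent inhibition of filter-corrected integrated lipid droplet intensity per well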
MT stabilize HCS = microtubule stabilizers in HeLa cells; HeLa tubulin immunostaining HCS, 24 h; share of cells brighter than vehicle mean+2SD; 200,000 tested, 0.83% active; % tubulin-high responders, % at 10 µM;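 active means plate Z-score above 3 for both tubulin-high and condensed-nucleus cell shares, with cell loss under 80%, at 10 µM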;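 further: anti alpha tubulin signal scored within the nucleus-defined area of each cell; some results filed as inactive read as strong as hits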
Dynein transport = dynein cargo transport inhibition; 3617.4 mouse cells, GR-EGFP nuclear translocation imaging; test concentration mostly 20 µM; stimulated with dexamethasone, 1 µM; stronger effect = lower value; z-score, hits read low; 220,000 tested, 0.47% active;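 active means plate z-score of nuclear minus cytoplasmic receptor signal below a set negative limit, without overly bright fluorescence or cell loss, cut at about -3.5 in these data, passing the limit was not always enough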;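 further: z-score of nuclear minus cytoplasmic ring GR-EGFP intensity difference per well; some compounds called inactive have numbers as strong as hits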
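Buffer or medium: tetracycline-free induction medium containing charcoal-stripped FBS / Reagent: dexamethasone agonist, 1.0 µM final, for 30 min / Technique: automated 10x imaging of fixed Hoechst-stained cells / Times: induction 48 h, compound 1 h, agonist 30 min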
PhoP inhibition = PhoP-dependent GFP reporter repression – Salmonella Typhimurium, primary screen (AID 1863). S. Typhimurium PhoP-regulated promoter GFP reporter, 4 h; higher % means a stronger effect. one-dose inhibition, % at 50 µM; IC50 in µM for titrated hits. 300,000 tested, 0.16% active;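 active means inhibition over 29.93%, a cutoff 3 SD above the screen mean, later confirmed by dose response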;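 further: 0% = low Mg2+ inducing control and 100% = high Mg2+ repressing control; strong numbers were not always called active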
T cell modulator = modulates CD8 T cell binding to vesicles. 2C CD8+ T cell-vesicle binding, flow cytometry; stronger effect = lower value. calls only at 7 µM. 330,000 tested, 0.068% active. AID 2052;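 active means response, share of CD8 T cells binding vesicles, and their 90th percentile fluorescence all below set limits, cut at about 80% in these data, passing the limit was not always enough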
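Benchmarks: naked versus QL9-loaded vesicles / Assay system: purified 2C TCR transgenic mouse naive CD8+ T cells / Technique: high-throughput flow cytometry with anti-B7-1 and anti-CD8 staining / Timing: Cell–vesicle co-incubation 1.5 h at 37 °C, staining 20 min on ice / Read-out: percent CD8+ FL2 mean versus row control / Probe or stimulus: QL9-loaded Drosophila micro-vesicles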
ER stress rescue = protection against thapsigargin-triggered cell killing – 384-well, CSM14.1, ATP luminescence, primary screen (AID 1222). CSM14.1 thapsigargin-induced death rescue, ATP luminescence; higher % means a stronger effect. cellular ATP content (survival), % at 20 µM; hits with a dose series show EC50 in µM. 190,000 tested, under 10 active;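 active means EC50 below 50 µM in the dose-response confirmation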;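 further: death triggered by thapsigargin at about 15 µM added after 2 h compound pretreatment; cell ATP read after overnight thapsigargin exposure of roughly 18 to 22 hours; normalized against plate controls of thapsigargin alone and 5% DMSO vehicle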
Autophagy HCS = modulators of autophagy; MEF GFP-LC3 puncta imaging; test concentration mostly 10 µM; calls only at 10 µM (by protocol); 190,000 tested, 0.98% active;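 active means percentage of spot-positive cells more than 3 SD above its plate mean, without a fluorescence outlier flag or 80% toxicity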;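 further: spot-positive cell cutoff set from DMSO-treated cells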
bCat nuc transl = alters nuclear translocation of beta-catenin in HeLa cells | immunofluorescence imaging | nuclear translocation activity, % at 5 µM | 190,000 tested, 0.3% active;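 active means nuclear translocation activity above 50% at 5 µM, with a well cell count of 50 or more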;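 further: per-cell ratio of nuclear to cytoplasmic median beta-catenin stain intensity; plate controls were DMSO negative control for no effect and GSK-3 inhibitor IX positive control for full effect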
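Assay system: human HeLa cells, native beta-catenin; doses: 5 µM primary, 0.02–20 µM confirmation; incubation: compound treatment 24 h, 37°C, 5% CO2; technique: fluorescence imaging of beta-catenin antibody stain plus DAPI; measure: % activation, nuclear-to-cytoplasmic median beta-catenin signal ratio per cell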
Insulin prom up = MIN6 insulin promoter up-regulation; MIN6 insulin promoter-GFP reporter, high-content imaging; stronger effect = higher value; z-score at 5 µM; 190,000 tested, 0.3% active;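 active means z-score above 3 at 5 µM with at least 500 cells counted in the well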
Dynein transport cytoplasmic EGFP = second read-out of Dynein transport, no call of its own (marks repeat the call); z-score; measured here: cytoplasmic GR-EGFP intensity; stronger effect = higher value
Dynein transport nuclear GR-EGFP = further read-out of Dynein transport, marked with its call; z-score; measured here: nuclear GR-EGFP intensity;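 lower value marks the stronger effect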
Dynein transport cell count = second read-out of Dynein transport, no call of its own (marks repeat the call); z-score; measured here: cell count per field
Insulin prom up cell count = second read-out of Insulin prom up, no call of its own (marks repeat the call); cell count; measured here: cytotoxicity, nuclei count;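 total cells summed across four imaged fields per well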
Hep lipid drop cells 6.5 µM = second read-out of Hep lipid drop, no call of its own (marks repeat the call); cell count; measured here: cell count, cytotoxicity flag;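 cells counted across two imaged fields per well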
bCat nuc transl cell count 5 µM = recorded beside bCat nuc transl, whose call it bears; cell count; measured here: cell count, cytotoxicity flag
T cell modulator vesicle-bound % = second read-out of T cell modulator, no call of its own (marks repeat the call); double positive events, %; measured here: CD8+ vesicle-bound cell fraction;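 binding gate set so that unloaded-vesicle control wells show 10% double positive cells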
MT stabilize HCS Hoechst-high % = further read-out of MT stabilize HCS, marked with its call; % Hoechst-high responders; measured here: nuclear condensation Hoechst responders;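 share of cells brighter than vehicle mean plus two SD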
MT stabilize HCS cytotoxicity % = also measured in MT stabilize HCS; calls as there; toxicity, %; measured here: cytotoxicity by cell density;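 0% = mean cell density of plate MIN control wells and 100% = no cells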
Autophagy HCS cell loss 18 h = further read-out of Autophagy HCS, marked with its call; toxicity, %; measured here: cell loss, nuclei count;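 cell loss after 18 h compound exposure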
The depositor's hits bear a star; i = inactive; . = not tested or not shown.

SMILES	Hep lipid drop	Hep lipid drop cells 6.5 µM	MT stabilize HCS	MT stabilize HCS Hoechst-high %	MT stabilize HCS cytotoxicity %	Dynein transport	Dynein transport cytoplasmic EGFP	Dynein transport nuclear GR-EGFP	Dynein transport cell count	PhoP inhibition	T cell modulator	T cell modulator vesicle-bound %	ER stress rescue	Autophagy HCS	Autophagy HCS cell loss 18 h	bCat nuc transl	bCat nuc transl cell count 5 µM	Insulin prom up	Insulin prom up cell count
C(=C\c1nnc(-c2cccs2)o1)/c1ccccc1	.	.	2.4	2.4	8.5	-0.094	-0.13	0.59	0.014	7%	i	21	-0.4%	i	-21	-2.4	1351	-0.16	1681
O=C(O)c1csc(-c2ccccc2)n1	-18	680	.	.	.	0.45	-0.78	0.44	-0.38	-10%	i	48	.	.	.	-1.2	1264	-1.3	945
O=C(NC1CCCCCCC1)c1c(O)c2ccccc2[nH]c1=O	5	731	2.7	1.3	7.7	0.52	-0.15	0.63	-0.63	17%	i	32	-1.6%	i	-3	.	.	0.4	1257
COc1ccc(S(=O)(=O)Nc2ccc(N3CCOCC3)cc2)cc1[N+](=O)[O-]	-8	655	2.0	0.9	5.2	0.19	-0.23	0.26	0.14	6%	i	53	-1.0%	i	13	0.2	1464	0.4	1447
Cc1cccc(C)c1N1CCN(C(=O)Cn2cncn2)CC1	1	702	3.7	2.3	8.1	-1.5	-0.29	-0.42	0.32	-3%	i	38	-0.3%	i	18	2.2	1087	0.19	1247
CC(C)c1nc(Cl)c(C#N)c2c1CCCC2	2	658	3.5	2.3	10	0.042	-0.23	0.13	0.11	-1%	i	30	0.1%	i	-6	-1.0	1058	-1	1395
COc1ccc([N+](=O)[O-])cc1NC(=O)CC(c1ccccc1)c1ccccc1	-16	601	1.8	1.8	8.4	-0.12	-0.22	0.028	0.49	-3%	i	55	1.8%	i	4	-0.1	1132	-0.07	1355
CCOC(=O)N1CCN(C(=O)C2CCN(Cc3cccc(OCc4ccccc4)c3)CC2)CC1	-29	632	2.1	1.9	7.4	-0.11	-0.21	0.077	0.12	-12%	i	45	0.8%	i	-5	-2.4	575	0.8	1227
O=C(COc1ccccc1)Nc1cccc2c1CCCC2	.	.	1.4	2.5	10	0.5	0.012	-0.29	0.13	0%	i	57	3.0%	i	3	.	.	.	.
CCn1c(SCC(=O)Nc2cc(NC(C)=O)ccc2OC)nnc1-c1ccncc1	14	724	2.4	1.9	5.2	-1.2	-0.15	-0.52	-0.15	-9%	.	.	-1.0%	i	-4	.	.	-0.14	1307
CN1CC(c2ccccc2)C2(COc3ccccc3C2=O)C12C(=O)Nc1ccccc12 (stereo unspecified)	.	.	1.4	0.9	6.5	-1.2	-0.22	-0.55	0.88	3%	i	34	6.0%	i	-1	0.4	1376	-0.01	1518
CCOC(=O)c1sc2ncnc(NCc3ccco3)c2c1C	29	860	2.3	1.3	4.9	-0.41	-0.11	-0.21	0.55	8%	.	.	-0.2%	i	5	.	.	1.3	850
Cc1cccc(C)c1NC(=O)C(NC=O)c1ccccc1 (stereo unspecified)	.	.	3.2	2.2	7.4	-0.37	-0.17	0.27	0.24	12%	i	55	-0.3%	i	15	-2.8	1439	1	1324
O=C(CCN1C(=O)CSC1=O)Nc1ccccc1	3	716	3.9	3.1	13	2.8	0.0065	2	-1.1	1%	i	39	-0.5%	i	-1	-0.9	1066	0.75	1249
COCC(C)OC(=O)/C(C#N)=C\c1coc2ccc(C)cc2c1=O (stereo unspecified)	5	632	1.4	1.5	12	-1.3	0.81	-0.6	0.14	-4%	i	56	-3.0%	i	-13	0.6	849	0.57	1327
O=C(NCCCN1CCOCC1)c1cnn2c(-c3ccccc3)cc(-c3ccccc3)nc12	.	.	2.8	2.9	9.6	0.058	-0.28	-0.1	0.087	-11%	i	13	-0.5%	i	9	-2.3	836	-0.18	1160
O=C1c2cccnc2C(O)N1Cc1cccs1 (stereo unspecified)	.	.	4.1	2.2	0.2	-0.1	-0.25	0.22	-0.2	2%	.	.	-1.2%	i	6	4.1	1449	1.3	1408
COCCNC(=O)c1cc(Sc2nnc(C)s2)nc2ccccc12	0	769	.	.	.	-0.82	-0.19	-0.037	1.2	-3%	i	12	.	.	.	0.6	1272	0.04	1017
CCOC(=O)C1=CN(CC2CCCO2)C=C(C(=O)OCC)C1c1ccccc1C(F)(F)F (stereo unspecified)	-19	632	1.9	1.4	7.5	-0.66	-0.11	-0.2	0.4	-2%	i	6	-0.1%	i	16	0.4	1531	0.52	1509
CC(C)N(C(=O)COC(=O)CNS(=O)(=O)c1ccccc1F)c1ccccc1	18	684	3.3	2.4	6.6	0.22	-0.22	0.4	0.41	5%	i	6	0.0%	i	6	2.1	976	-0.13	1284
c1ccc(CN2OCC3Cn4c(nc5ccccc54)C32)cc1 (stereo unspecified)	.	.	.	.	.	-0.59	-0.8	-0.21	0.84	0%	i	35	.	.	.	-2.1	1177	-0.59	982
Cc1nc2ccccc2c(=O)n1/N=C/c1ccc(O)cc1O	-7	684	3.5	2.5	4.1	-0.5	-0.31	0.1	0.37	7%	i	17	-1.3%	i	12	1.3	1455	-0.01	1380
O=C(c1ccc(N2CCN(C3CC(=O)N(c4ccc(F)cc4)C3=O)CC2)cc1)c1cccnc1 (stereo unspecified)	-4	793	0.9	1.2	11	-0.28	0.1	0.023	0.26	-13%	i	28	0.2%	i	-3	.	.	.	.
CC(/C=N/N1C(=O)CSC1=S)=C\c1ccccc1	5	716	2.1	3.6	9.2	0.27	-0.3	0.15	-0.59	-2%	i	46	-0.2%	i	-3	1.1	1027	-0.18	1205
Cc1ccccc1NC(=O)Cc1ccccc1	6	757	2.7	1.8	5.7	0.38	-0.21	0.093	0.37	7%	i	41	-2.0%	i	-5	-3.3	525	.	.

Ordered by the number under T cell modulator vesicle-bound % (high to low): three of the compounds above
| Molecule | MT stabilize HCS Hoechst-high % | Dynein transport | Dynein transport cytoplasmic EGFP | Dynein transport nuclear GR-EGFP | Dynein transport cell count | PhoP inhibition | T cell modulator | T cell modulator vesicle-bound % |
| --- | --- | --- | --- | --- | --- | --- | --- | --- |
| COc1ccc([N+](=O)[O-])cc1NC(=O)CC(c1ccccc1)c1ccccc1 | 1.8 | -0.12 | -0.22 | 0.028 | 0.49 | -3% | i | 55 |
| O=C(O)c1csc(-c2ccccc2)n1 | . | 0.45 | -0.78 | 0.44 | -0.38 | -10% | i | 48 |
| CCOC(=O)C1=CN(CC2CCCO2)C=C(C(=O)OCC)C1c1ccccc1C(F)(F)F (stereo unspecified) | 1.4 | -0.66 | -0.11 | -0.2 | 0.4 | -2% | i | 6 |

Some values from the entries so far.
Hep lipid drop with O=C(CCN1C(=O)CSC1=O)Nc1ccccc1 is entered as 3
Dynein transport cell count with O=C(NC1CCCCCCC1)c1c(O)c2ccccc2[nH]c1=O is entered as -0.63

The list continues:
SMILES	Hep lipid drop	Hep lipid drop cells 6.5 µM	MT stabilize HCS	MT stabilize HCS Hoechst-high %	MT stabilize HCS cytotoxicity %	Dynein transport	Dynein transport cytoplasmic EGFP	Dynein transport nuclear GR-EGFP	Dynein transport cell count	PhoP inhibition	T cell modulator	T cell modulator vesicle-bound %	ER stress rescue	Autophagy HCS	Autophagy HCS cell loss 18 h	bCat nuc transl	bCat nuc transl cell count 5 µM	Insulin prom up	Insulin prom up cell count
N#Cc1nc(-c2ccccc2F)oc1NCCc1ccccc1	.	.	1.9	1.4	7.0	1.9	-0.21	0.3	-1.7	-5%	i	33	-1.1%	i	-1	-2.7	1418	0.54	1529
CSc1ccc(/C=C(\C#N)C(=O)NC2CCCCC2)cc1	0	630	2.7	2.6	5.4	0.27	-0.17	0.2	-0.77	-9%	i	36	-1.3%	i	-10	1.5	1046	.	.
O=C(OCC(=O)N1CCN(c2ccccc2)CC1)c1ccc2ccccc2n1	.	.	3.6	2.2	4.6	-0.79	-0.023	0.27	0.88	-6%	i	24	-0.3%	i	10	-0.8	1383	-0.69	1487
Cc1[nH]c2ccc(-c3n[nH]c(=S)n3-c3ccccc3)cc2c1C	1	633	3.9	2.6	2.3	-0.62	-0.24	-0.14	1.1	5%	i	44	-3.1%	i	-1	-6.9	545	0.03	1371
COc1cc2ccccc2nn1	-3	687	.	.	.	-0.28	-0.23	-0.46	1	-2%	i	52	.	.	.	0.3	1358	-0.24	1162
CC(CCc1ccccc1)NC(=O)c1ccc2nc(N3CCOCC3)sc2c1 (stereo unspecified)	1	724	3.3	1.5	5.5	3	0.006	2.3	-2.6	10%	i	18	-0.6%	i	13	-1.9	1125	0.23	1163
CCCNC(=O)Cn1nc([N+](=O)[O-])c([N+](=O)[O-])c1C	3	664	2.8	2.6	3.2	-0.54	-0.24	-0.13	0.34	7%	i	14	-0.1%	i	-4	5.9	1037	1.4	1525
Cc1cc(/C=N/Nc2ccc([N+](=O)[O-])cn2)c(C)n1-c1ccc(C(=O)O)cc1	14	771	1.7	2.1	2.2	-0.46	-0.27	-0.41	0.74	5%	i	18	-0.6%	i	3	0.0	1109	-0.72	1186
O=C(CCc1c[nH]c2ccccc12)NCc1ccc2c(c1)OCO2	.	.	3.0	1.1	9.0	0.21	-0.22	-0.0034	0.64	2%	i	56	-1.9%	i	-3	-1.3	757	-0.76	1017
